High-throughput results (PubChem BioAssay)
RAD54 branch – inhibitors of human RAD54 branch migration, primary screen, biochemical, fluorescence, single point; inhibition, % at 10.4 µM; DNA repair and recombination protein RAD54-like (Homo sapiens), Q92698; AID 602329, 2012; RAD54 Holliday junction branch migration, FAM/BHQ fluorescence; 0.14% of 360,000 active;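 active means mean normalized replicate activity at least 40 and at least half of replicates scoring 40 or more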;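 further: 0% = median of neutral control wells and 100% = median of positive control wells; inhibitors cause a drop in the FAM fluorescence signal; in these data hits start at about 50%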
Target sequence (Q92698 whole entry, looked up): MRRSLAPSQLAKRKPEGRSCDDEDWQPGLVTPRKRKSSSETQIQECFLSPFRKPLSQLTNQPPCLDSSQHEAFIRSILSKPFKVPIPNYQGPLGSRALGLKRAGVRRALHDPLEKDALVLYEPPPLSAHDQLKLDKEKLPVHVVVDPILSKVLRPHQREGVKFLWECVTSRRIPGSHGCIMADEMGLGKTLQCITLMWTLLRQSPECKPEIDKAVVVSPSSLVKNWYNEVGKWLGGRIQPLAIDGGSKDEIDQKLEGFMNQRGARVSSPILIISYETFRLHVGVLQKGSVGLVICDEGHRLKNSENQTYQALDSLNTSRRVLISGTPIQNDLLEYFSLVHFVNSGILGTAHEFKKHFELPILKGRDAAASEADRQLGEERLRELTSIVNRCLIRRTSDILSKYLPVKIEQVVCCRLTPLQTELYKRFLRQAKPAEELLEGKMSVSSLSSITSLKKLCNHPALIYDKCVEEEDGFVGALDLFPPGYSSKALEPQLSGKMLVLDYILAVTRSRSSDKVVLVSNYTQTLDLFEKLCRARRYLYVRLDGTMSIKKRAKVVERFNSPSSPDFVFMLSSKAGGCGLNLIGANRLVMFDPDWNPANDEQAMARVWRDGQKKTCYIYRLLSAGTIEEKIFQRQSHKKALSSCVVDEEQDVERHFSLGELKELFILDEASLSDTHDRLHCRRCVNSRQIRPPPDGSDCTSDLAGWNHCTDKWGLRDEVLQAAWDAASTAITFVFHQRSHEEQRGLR
esBAF inh – Bmi1 luciferase reporter increase in mESCs, primary screen, esBAF inhibitor project, mouse ES cells, Bmi1 luciferase knock-in, single point; 24 h; 100% = twice the neutral-well signal; reporter increase, % at 12.5 µM; 2% of 350,000 active; AID 602393, 2012; in the data active means activation above about 40%;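 further: 0% = median of the plate's neutral control wells and 100% = double that signal; a rise in the Bmi1 reporter signal indicates esBAF inhibition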
EWS-Fli block – EWS/Fli-driven NR0B1 reporter inhibitors, primary screen, A673 cells, NR0B1 luciferase, luminescence, MLPCN library. viability-normalised. inhibition, % at 12.6 µM. 0.67% of 350,000 active;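 active means mean inhibition of at least 50% after viability correction, with every replicate also passing that limit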;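 further: firefly luciferase signal divided by Alamar Blue viability fluorescence both relative to DMSO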
FN deposition inh – inhibitors of fibronectin matrix deposition, primary screen, AH1F cells, Alexa488-fibronectin fluorescence, plate reader; AH1F fibroblasts, overnight; inhibition, % at 12.6 µM; 0.086% of 350,000 active;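 active means mean inhibition across replicates of 30% or more, regardless of how many single replicates reach that level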;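 further: positive control wells lacked labelled fibronectin entirely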
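Material: AH1F fibroblast monolayer depositing Alexa488-labelled fibronectin into matrix / Amount: 10000 AH1F cells per well / Signal: fluorescence 485/525 nm / Medium: DMEM, 2% serum / Compound: single dose, pinned / Incubation: 1 h cell adhesion before compound, then overnight fibronectin incubation / Reagent: Alexa488-FN, 24 nM final / Read-out: inhibition of fibronectin deposition signal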
S100A4 MyoIIA – inhibitors of S100A4-myosin IIA peptide binding, primary screen, biochemical, fluorescence polarization, TAMRA-MyoIIA peptide; 0.14% of 360,000 active; AID 652163, 2013; inhibition, % at 10.7 µM; Protein S100-A4 (Homo sapiens), P26447;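 active means mean inhibition of at least 70% across replicates, with every replicate also reaching that level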
Target sequence (P26447 whole entry, looked up): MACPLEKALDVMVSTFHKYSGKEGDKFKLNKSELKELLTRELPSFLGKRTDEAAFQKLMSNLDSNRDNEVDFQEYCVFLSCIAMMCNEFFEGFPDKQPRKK
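Assay system: human S100A4 monomer with TAMRA-labelled myosin IIA peptide / Buffer or medium: Calcium-containing HEPES buffer, pH 7.2 / Reagent: TAMRA-labelled myosin IIA heavy-chain peptide probe, 5 nM / Compound: one dose per compound / Timing: polarization read 5 min after assay mix addition, stable 5–60 min / Benchmarks: neutral control DMSO, positive control TFP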
Xi reactivation – activators of inactive X chromosome reactivation, primary screen, imaging, XiGFP fibroblasts, GFP high-content imaging, set 2 | XiGFP mouse fibroblasts, % GFP-positive cells imaging, 3 d; cells co-treated with 5-aza-dC sensitizer; scaled so ellipticine positive control = 100% | AID 743238, 2013 | activation, % at 7.58 µM | 0.055% of 360,000 active;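 active means mean normalized replicate activation at least 10% and every replicate at or above 10%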;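 further: 0% = median of on-plate neutral control wells and 100% = ellipticine 6 µM median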
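Material: XiGFP fibroblasts, SV40-immortalized. Buffer or medium: DMEM plus 5-aza-dC sensitizer. Compound: single concentration per compound, delivered by pin transfer. Times: 3 days compound exposure. Controls: ellipticine 6 µM.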
RAD52 anneal inh – RAD52 DNA annealing inhibitors, primary screen, biochemical, FRET, single point, set 2. inhibition, % at 18.7 µM. 0.46% of 360,000 active. recombinant RAD52 DNA annealing, FRET fluorescence;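 active means every replicate showing at least 50% inhibition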
E-sel inducer – E-selectin induction in HUVECs, primary screen, imaging, HUVEC, immunofluorescence imaging, single point; P16581; normalized: neutral wells 0, TNF-alpha wells 100; activation, % at 7.58 µM; 0.37% of 260,000 active;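 active means mean E-selectin-positive cell signal at least 10% of the positive control, reached in at least 60% of replicates, without over 20% cell loss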;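 further: in these data hits start at about 27%; measured in HUVEC primary endothelial cells; signal is the percent of cells scored E-selectin positive by PE staining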
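material = human umbilical vein endothelial cells (HUVEC), E-selectin induction | quantity = 3,000 cells/well | medium = EGM-2 growth medium on 0.1% gelatin-coated wells | technique = immunofluorescence imaging | read-out basis = % PE-positive cells | control set = TNF-alpha positive control, DMSO neutral control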
Starred values were filed as active, the others as inactive; . = not tested or not shown.

SMILES	RAD54 branch	esBAF inh	EWS-Fli block	FN deposition inh	S100A4 MyoIIA	Xi reactivation	RAD52 anneal inh	E-sel inducer
CC(c1ccccc1)N1C(=O)c2ccc(C(=O)Nc3ccccc3C(=O)O)cc2C1=O (stereo not given)	-4	-3	7	-14	-2	0.6	-18	-0.2
CCOc1ccc(-c2cc(CCCC(=O)Nc3cccc(OC)c3)no2)cc1	-4	-60	64*	2	-14	0.1	-8	.
O=C(CN1CCOCC1)N[C@H]1CC[C@H](CCn2cc(C3CCCC3)nn2)O[C@@H]1CO	.	.	.	4	10	0.1	1	0.0
O=C(c1cnccn1)N1CC[C@H]2[C@H](CO)Nc3ccc(-c4ccccc4)cc3[C@H]21	-18	-3	-6	8	5	0.0	-18	0.6
Cc1ccc(-n2nnnc2-c2cccc(C)c2)cc1	.	.	-33	6	-6	0.0	-10	0.0
O=C1/C(=C/c2cccs2)SC(=S)N1CCC(=O)N1CCCCC1CCO (stereo not given)	-6	60*	-39	5	1	0.0	-27	.
CC(=O)NC(=O)c1ccc(-c2ccc(Cl)cc2)o1	1	26	-38	0	-12	0.0	-19	.
CC(C)(C)OC(=O)N1CCC(NC(=O)c2[nH]cnc2C(=O)Nc2ccc(Cl)cc2)CC1	3	-3	-11	-11	-10	0.0	-1	0.0
Cc1cccc(C)c1OCC(=O)NCc1ccccc1	-4	0	2	-1	-1	0.0	-6	-0.1
C[C@@H]1CCCCO[C@@H](CN(C)S(=O)(=O)c2ccccc2)[C@@H](C)CN([C@H](C)CO)C(=O)c2cc(NC(=O)CCC(F)(F)F)ccc2O1	-3	2	-9	.	-13	0.2	-169	-0.1
C[C@@H]1CN([C@@H](C)CO)C(=O)c2cc(NC(=O)Cc3cn(C)c4ccccc34)ccc2O[C@@H]1CN(C)CC1CCCCC1	2	1	-14	.	-1	0.0	29	0.6
CC(C)(C)c1ccc(C(=O)NC(=S)NNC(=O)COc2ccccc2)cc1	-1	27	-15	-6	19	-0.1	-19	-0.1
NC(=O)c1ccc2nc(NC(=O)c3ccc(N)cc3)sc2c1	.	.	-57	5	-5	0.4	-9	.
COCCOC(=O)c1c(NC(=O)CNC2CCCc3ccccc32)sc(C(N)=O)c1C (stereo not given)	-14	-4	27	12	-2	-0.2	-9	.
CCN(C(=O)COC(=O)Cn1c(=O)oc2ccccc21)c1c(N)n(Cc2ccccc2)c(=O)[nH]c1=O	8	-5	5	-12	0	0.0	-13	-0.7
CC(C)(C)C(=O)Nc1ccc(S(=O)(=O)N2CCCC2)cc1	0	-2	3	-3	-2	0.0	-7	.
O=C(C[C@H]1C[C@@H]2c3cc(NC(=O)C4CCOCC4)ccc3O[C@@H]2[C@H](CO)O1)NCCN1CCCCC1	-3	-13	-6	1	115*	0.0	10	-0.1
CCCCC1OC2(C)OC(=N)C1(C#N)C(C#N)(C#N)C2c1ccccc1 (stereo not given)	.	.	32	7	23	0.0	-259	.
Cc1cccc(N2CCN(C(=O)c3cc4ccccc4oc3=O)CC2)c1C	-9	18	-33	-4	-7	-0.2	-16	-0.5
COc1ccc2nc(C(F)(F)Cl)c(C#N)c(N)c2c1	.	-20	-3	14	-3	0.0	-8	.
c1ccc2nc(NN=C3CCCCC3)ccc2c1	.	.	-1	6	-29	-0.2	-16	.
COc1ccc(CCNC(=O)Cn2c(-c3nonc3N)nc3ccccc32)cc1OC	8	-6	.	.	-6	.	-17	.
CNC(=O)C[C@@H]1CC[C@H]2[C@@H](COc3ccc(NS(=O)(=O)c4ccccc4C)cc3C(=O)N2C)O1	-9	-5	-4	-22	17	0.2	14	0.0
CC(C(=O)O)N(C(=O)c1ccccc1)c1ccc(F)cc1 (stereo not given)	8	0	-2	1	-1	0.0	-11	.
CCN(CC(=O)Nc1c(F)cccc1F)C(=O)CNC(=O)c1cccc(C)c1	.	.	2	-3	-4	0.0	-8	0.3
Cc1cccc(CN2C(=O)c3ccccc3S(=O)(=O)c3ccc(C(=O)NCCCN4CCCC4)cc32)c1	18	4	.	-1	-6	0.0	51*	.
Cc1ccc(S(=O)(=O)N2CCN(C(=O)c3cc4c(s3)CCC(C)C4)CC2)cc1 (stereo not given)	-7	.	6	-1	-8	-0.1	-6	0.2
Nc1c(C(=O)NCc2ccccc2)nnn1Cc1ccc(F)cc1	-6	-32	2	13	-3	0.2	-2	0.2
COCC#Cc1ccc2c(c1)O[C@@H](CN(C)S(=O)(=O)c1ccc(F)cc1)[C@H](C)CN([C@@H](C)CO)S2(=O)=O	6	-8	-5	.	0	-0.8	5	-0.2
COc1ccc(CN(C)C[C@H]2OCc3cn(nn3)CCCC(=O)N([C@@H](C)CO)C[C@@H]2C)cc1	1	-3	2	-10	6	-0.2	3	2.4
C=C1CC2C(=O)N(Cc3cc(OC)ccc3OC)C(C(=O)OCC)(C(=O)OCC)C1N2C(=O)OC(C)(C)C (stereo not given)	-31	-3	-2	-10	20	0.0	-16	0.1
O=C(NC(C(=O)N/N=C/c1cccnc1)c1n[nH]c(=O)c2ccccc12)c1ccccc1 (stereo not given)	.	-4	11	7	-1	0.1	-7	.
CC1(C(=O)NCc2ccccc2)CN(S(C)(=O)=O)CC(=O)N1C1CCN(Cc2ccccc2)CC1 (stereo not given)	.	.	-1	2	-11	-0.1	-16	-7.0
O=C(Nc1cccc(Cl)c1)N1CCN(C2c3ccccc3-c3ccccc32)CC1	.	.	5	-2	-2	0.1	-22	14
COc1ccccc1C(=O)NCCN=C1NS(=O)(=O)c2ccccc21	5	-13	-10	8	-2	0.1	-7	.
CCOC(=O)CCc1c(C)c2ccc(OCC(=O)N3CCOCC3)c(C)c2oc1=O	2	.	1	2	0	0.1	1	-0.4
O=C(COc1ccc(-n2cnnn2)cc1)Nc1ccccc1OC(F)F	-3	-7	-8	0	-5	-0.1	-10	-0.3
CN(C)CC#Cc1ccc([C@H]2[C@@H](CO)N3CCCCN(S(=O)(=O)c4ccccc4)C[C@@H]23)cc1	4	-1	-10	.	-3	0.0	-6	0.3
Cc1noc(C)c1NC(=O)NCC[C@@H]1CC[C@H](NC(=O)c2ccncc2)[C@H](CO)O1	9	1	-9	.	2	-0.1	7	-0.1
CC(=O)c1ccc(OCc2nnn(CC(=O)NS(=O)(=O)Cc3ccccc3)c2-c2ccccc2)cc1	9	-1	0	.	11	0.2	-18	0.3
COc1cc(/C=C2/SC(=S)N(CC(=O)O)C2=O)ccc1OC(=O)c1ccco1	-27	-1	-11	0	-5	-0.1	-144	11
Cc1cc(-c2ccc(NC(=O)[C@@H]3CCCC[C@@H]3C(=O)O)c(C)c2)ccc1NC(=O)[C@@H]1CCCC[C@@H]1C(=O)O	.	.	-12	4	-6	0.0	-15	4.7
CN(c1ccccc1)S(=O)(=O)c1cccc(NC(=O)c2ccc(Cl)c([N+](=O)[O-])c2)c1	2	7	22	-2	2	0.0	3	.
CO[C@H]1CN(C)C(=O)c2cc(NC(=O)CC(F)(F)F)ccc2OC[C@@H](C)N(CC2CC2)C[C@@H]1C	.	.	5	-7	-5	0.2	1	-0.4
CCCN1CCN(S(=O)(=O)c2ccc3c(c2)NC(=O)C(C)S3)CC1 (stereo not given)	-13	-6	.	-13	-1	0.0	-23	.
CCc1ccccc1N(CC(=O)NCc1ccco1)C(=O)CCC(=O)Nc1ccccn1	-4	-1	-2	-3	4	0.0	-8	0.0
CC1CCN(CC(=O)NCCc2ccc(F)cc2)CC1	.	.	5	8	-4	0.0	-5	10
O=C(Nc1cccc(F)c1)N1CC(=O)N2[C@H](CO)[C@@H](c3ccc(-c4ccccc4F)cc3)[C@@H]2C1	.	.	.	.	1	0.2	-14	1.1
COCC#Cc1cnc2c(c1)C(=O)N([C@H](C)CO)C[C@@H](C)[C@H](CN(C)C(=O)C1CCC1)O2	-7	0	-12	.	0	0.2	3	0.8
Fc1ccccc1N1CCN(Cc2cnc(Cl)s2)CC1	1	2	5	-10	-2	0.1	1	0.2
O=[N+]([O-])c1cc(CS(=O)(=O)Oc2ccc(Cl)cc2)c(O)c([N+](=O)[O-])c1	.	.	-2	-4	-1	0.0	-27	1.6
CN(C)CC(=O)Nc1ccc2c(c1)[C@@H]1C[C@@H](CC(=O)NCc3cccnc3)O[C@H](CO)[C@@H]1O2	3	4	1	-6	4	0.3	-1	-0.3
COc1ccc(C)cc1NC(=S)NC(C)c1ccc(OC)c(OC)c1 (stereo not given)	.	.	-96	.	-5	-1.0	1	.
Cc1nn(C)cc1S(=O)(=O)Nc1ccc(C(F)(F)F)cc1	9	.	4	15	-10	0.0	-7	1.6
CCCC(=O)Nc1ccc2c(c1)C(=O)N(C)C[C@H](OC)[C@H](C)CN(C(=O)c1ccccn1)[C@H](C)CO2	8	2	4	9	-3	0.0	2	-0.2
Cn1cnc(S(=O)(=O)N2C[C@H](O)COC[C@@H]3O[C@H](CC(=O)NC4CCCC4)CC[C@H]32)c1	11	3	2	-4	126*	0.2	26	0.0
CN1CCN(C(=O)C[C@H]2C[C@H]3c4cc(NC(=O)Nc5ccc(C(F)(F)F)cc5)ccc4O[C@H]3[C@@H](CO)O2)CC1	5	-2	9	2	16	-0.1	34	-0.4
CCCCN(C(=O)CN(C)CC(=O)Nc1cccc(OC)c1)c1c(N)n(CCCC)c(=O)[nH]c1=O	-1	-6	0	0	-2	0.1	-13	.
Cc1cccc(CN(C)C[C@@H]2Oc3ncc(-c4cccc(C(F)(F)F)c4)cc3C(=O)N([C@H](C)CO)C[C@@H]2C)c1	-5	4	47	-2	30	0.1	15	-0.1
Cc1ccc2nc3c(cc(S(=O)(=O)c4ccccc4)c(=N)n3Cc3ccco3)c(=O)n2c1	2	10	-9	3	0	-0.1	-47	-4.1

Full records as entered above:
Results for `CCCC(=O)Nc1ccc2c(c1)C(=O)N(C)C[C@H](OC)[C@H](C)CN(C(=O)c1ccccn1)[C@H](C)CO2` = RAD54 branch = 8; esBAF inh = 2; EWS-Fli block = 4; FN deposition inh = 9; S100A4 MyoIIA = -3; Xi reactivation = 0.0; RAD52 anneal inh = 2; E-sel inducer = -0.2
Results for `CCCCN(C(=O)CN(C)CC(=O)Nc1cccc(OC)c1)c1c(N)n(CCCC)c(=O)[nH]c1=O` = RAD54 branch = -1; esBAF inh = -6; EWS-Fli block = 0; FN deposition inh = 0; S100A4 MyoIIA = -2; Xi reactivation = 0.1; RAD52 anneal inh = -13; E-sel inducer = .

No enrichment for hits (roughly 3% active in at least one column).
